GoLoco inh red = qHTS Assay for Inhibitors of RGS12 GoLoco Motif Activity (Red Fluorophore) | Guanine nucleotide-binding protein G(i) subunit alpha-1 (Homo sapiens), P63096 | Gai1:RGS12 GoLoco peptide FP, rhodamine, 10 min | Potency, µM (doses to about 61.6 µM), for the others: at the top dose activity, negative = inhibition, usual class: inhibitors | 230,000 tested, 0.44% active; active = well fitted inhibition curve with a large enough effect, not every such curve was filed as active; inactive = no such curve, though single readings can be large or run the other way; note: % is set by controls: 0 for no effect and ±100 for the full control effect; nearly all actives have a fitted effect of over 30% in size; many of its hits are not listed in these tables
Target sequence (P63096 whole entry, looked up): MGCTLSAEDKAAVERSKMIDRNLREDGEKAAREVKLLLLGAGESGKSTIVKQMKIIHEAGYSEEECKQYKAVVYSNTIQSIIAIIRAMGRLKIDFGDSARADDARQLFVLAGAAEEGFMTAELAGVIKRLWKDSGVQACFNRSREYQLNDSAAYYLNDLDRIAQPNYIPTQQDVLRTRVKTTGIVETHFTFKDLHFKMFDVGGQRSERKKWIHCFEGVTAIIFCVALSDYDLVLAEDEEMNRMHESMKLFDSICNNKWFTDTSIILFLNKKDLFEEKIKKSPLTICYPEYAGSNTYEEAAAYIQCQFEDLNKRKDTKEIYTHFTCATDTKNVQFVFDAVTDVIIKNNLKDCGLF
HTT aggregate = qHTS Multiplex Assay to Identify Dual Action Probes in a Cell Model of Huntington: Aggregate Formation (GFP) | PC12 HttQ103-GFP aggregates, Acumen cytometry, 40 h | Potency, µM (series often up to 46.1 µM), inactives show at the highest dose activity change, negative = inhibition, most hits filed as inhibitors | 220,000 tested, 1.1% active | AID 1688, 2009; note: % is set by controls: 0 for no effect and ±100 for the full control effect; nearly all actives have a fitted effect of over 60% in size
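PC12/HTTQ103-GFP, ecdysone-inducible; teb 100 nM; cpd qHTS titration; GFP aggregates read on laser cytometer, Ex 488/Em 500-530 nm.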
GAA inhib = qHTS Assay for Inhibitors of Human alpha-Glucosidase as a Potential Chaperone Treatment of Pompe Disease; Lysosomal alpha-glucosidase (Homo sapiens), P10253; purified human GAA, 4-MU-alpha-glucoside fluorescence; Potency, µM (series often up to 76.9 µM), for inactives: top-dose activity change, negative = inhibition, actives largely listed as inhibitors; 200,000 tested, 0.005% active;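 note: plate controls were uninhibited enzyme wells for no effect and no-enzyme background for full effect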
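Human alpha-glucosidase, 4 nM, pre-mixed with test compounds before 400 uM 4-methylumbelliferyl substrate; 20 min room temperature at pH 5.0. Fluorescence read after pH 10 stop; AC50 values from Hill-equation fits.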
GAA spleen mod = qHTS Assay for Inhibitors and Activators of Human alpha-Glucosidase From Spleen Homogenate. human spleen homogenate, 4-MU-alpha-glucoside fluorescence. Potency, µM (doses to about 79.9 µM), for the others: at the top dose activity change, negative = inhibition, hits mostly inhibitors. 240,000 tested, 0.006% active. AID 2112, 2009;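 note: 0% = enzyme with vehicle and -100% = no enzyme basal signal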
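Compounds were titrated against alpha-glucosidase in spleen homogenate at pH 5.0, with 1 mM 4-methylumbelliferyl substrate for 40 min at 37 C. Reactions were quenched with pH 10 NaOH/glycine and fluorescence measured.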
IMPase Li inh = qHTS Assay for Identifying the Cell-Membrane Permeable IMPase Inhibitors: Potentiation with Lithium; CHO-M1 cells, IP1 TR-FRET (IP-One), carbachol + lithium; 210,000 tested, 0.35% active; Potency, µM (titrated, usually from 59.4 µM), for inactives: at the highest dose activity, negative = IMPase inhibition, usual class: inhibitors; AID 1457, 2008;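 note: IP1 builds up when IMPase is blocked and the TR-FRET signal falls; plate controls were basal vehicle for no effect and high inhibitor control for full effect; nearly all actives have a fitted effect of over 50% in size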
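Test compounds were applied to CHO-M1 cells previously cultured for 16–30 h at 2000 per well. A small lithium amount accompanied them; after 30 min at 37C, IP1 was quantified by TR-FRET.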
HTT ATP protect = qHTS Multiplex Assay to Identify Dual Action Probes in a Cell Model of Huntington: Cytoprotection (ATP). PC12 HTT-Q103 induced, cytoprotection, ATP luminescence, 40 h. Potency, µM (doses to about 56.4 µM), without a hit: cytoprotection (ATP increase), usual class: activators. 230,000 tested, 0.14% active;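 note: % of control where 0% means no effect; nearly all actives have a fitted effect of over 45% in size; toxic huntingtin expression switched on by the ecdysone agonist tebufenozide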
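Rat PC12, Q103 Htt exon1-GFP fusion, ecdysone promoter; tebufenozide inducer 100 nM final; compound titration; qHTS, 1500 cells/well; ATPlite luminescent read.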
GAA glycogen mod = qHTS Assay for Inhibitors and Activators of Human alpha-Glucosidase Cleavage of Glycogen; Lysosomal alpha-glucosidase (Homo sapiens), P10253; recombinant GAA, glycogen substrate, Amplex Red glucose oxidase fluorescence; Potency, µM (highest dose often 76.4 µM), for the others: at the highest dose activity change, negative = inhibition, most hits filed as inhibitors; 300,000 tested, 0.38% active; AID 2100, 2009;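 note: 0% = full enzyme reaction and -100% = no-enzyme basal signal; the screen sought inhibitors and activators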
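Natural-substrate format: glycogen cleavage by 4 nM human enzyme, glucose read by Amplex Red coupling (Ex 573, Em 610 nm). Normalized to enzyme and no-enzyme controls.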
* hit, by the source's call; ? = inconclusive; . = not tested or not shown; & = joins results of further samples; [ ] = remark or other dose. Unless noted, calls come from the whole dose curve; as a rule, active = well fitted curve in the direction sought with a large enough effect; inconclusive = small, poorly fitted or top-dose-only effect, or another doubt; inactive = no such curve, though single readings can be large; an effect the other way counts as inactive or inconclusive. Potency is the fitted concentration of half-maximal effect. The list is partial (hit frequency here may not be typical).

SMILES | GoLoco inh red | HTT aggregate | GAA inhib | GAA spleen mod | IMPase Li inh | HTT ATP protect | GAA glycogen mod
CC(=O)c1ccc(NC(=O)CC23CC4CC(C2)CC(n2nnc(C)n2)(C4)C3)cc1 | 2.9% | -3.6% | -3.5% | -3.4% | 17.8% | -47.4%[inhibitor] | 8.2%
Cc1ccc(OCCn2cc(/C=N/NC(=O)c3ccncc3)c3ccccc32)cc1 | 2.1% | 3.3% | -2.7% | -5.9% | 5.1% | 3.7%[10 µM] | 1.3%
OCCC1CN(C2CCSCC2)CCN1C1CCCC1 (stereo not drawn) | -6.9% | -10.9%[9.22 µM] | 10.8% | 4.9% | 9.9% | 31.3%[10 µM] | -9.3%
CC(=O)n1cc([C@H]2C=C(C(=O)N3CCN(Cc4ccccc4)CC3)O[C@@H](OCCCCO)C2)c2ccccc21 | -2.5% | 8.6%[9.22 µM] | . | -2.3% | 7.7% | 3.6%[10 µM] | -0.1%
COc1ccc2nc3ccccc3nc2c1N | -16.9% | 31.1%[9.22 µM] | . | -2.5% | . | -24.8%[10 µM] | ?
O=C1OCCC1Sc1nc2ccccc2c(=O)n1-c1ccc(F)cc1 (stereo not drawn) | -4.6% | 0.4% | 1.1% | 1.1% | 2.1% | -24.2% | 2.6%
Cc1cccc(N2N=C(C(=O)N3CC(=O)Nc4ccccc43)CCC2=O)c1 | 8.5% | -15.0% | -0.2% | -7.4% | 2.5% | -22.0% | -7.4%
CCCCN(CCCNC(=O)C1CCN(S(=O)(=O)N2CCOCC2)CC1)Cc1ccccc1 | . | 5.1% | ? | 3.2% | . | 8.2% | 6.3%
CCCSc1nc2ccccc2n1CC(=O)O | -0.3% | -17.7%[9.22 µM] | . | 1.1% | -1.9% | 1.3%[10 µM] | -10.8%
COc1cc(OC)cc(C(=O)Nc2cccc(-c3ccc4nncn4n3)c2)c1 | 1.6% | 7.6% | -0.5% | 5.0% | -0.5% | -19.1% | 1.8%
CCn1c(N2CCN(C(=S)Nc3ccc(OC)cc3)CC2)nc2ccccc21 | 2.2% | -5.4%[9.22 µM] | 3.5% | 1.0% | 8.6% | -1.3%[10 µM] | 1.3%
O=C(C1CCC(CNc2nc(=S)[nH]c3ccccc23)CC1)N1CCN(c2ccc(F)cc2)CC1 (stereo not drawn) | 1.9% | -33.4% | -16.3% | 0.5% | -6.1% | 12.8% | -24.4%
Cc1nc(COC(=O)c2cc(O)c3ccccc3c2O)cs1 | 25.1µM* | -19.3% | 3.1% | 0.0% | 14.9% | -42.0%[inhibitor] | -19.0%
O=C(Cc1n[nH]c(=O)c2ccccc12)NCc1ccc(Cl)cc1 | 10.0% | -8.7%[9.22 µM] | -2.1% | -6.2% | . | 4.5%[10 µM] | 7.9%
Cc1ccc(-n2ncc3c(NNC(=O)c4cccs4)ncnc32)cc1 | -1.3% | 5.2% | -5.7% | -0.8% | 5.1% | -33.9%[inhibitor] | 1.5%
Cc1ccc2c(C)[nH]c(=O)cc2c1 | -3.4% | -7.8% | -5.8% | 5.4% | -11.4%[38.3 µM] | -19.2% | -10.9%
c1ccc(Cn2nnnc2CN2CCCC2)cc1 | -6.1% | -13.6% | 4.6% | -4.2% | -0.1% | 10.1%[10 µM] | -0.6%
COc1ccc(S(=O)(=O)N(CCO)c2ccccc2CN(C)C/C=C/c2ccc(Cl)cc2)cc1 | 1.5% | . | . | -0.5% | 27.3% | -134.4%[inhibitor] | .
COC(=O)C1=C(C(=O)c2ccc(C)cc2)C(c2ccc(O)c(OC)c2)n2nnnc2N1 (stereo not drawn) | 13.3% | 2.6%[9.22 µM] | 1.5% | -9.6% | -18.5%[38.3 µM] | 2.7% | -17.9%
COc1ccc(/C=N/NC(=O)COc2ccccc2-c2ccccc2)cc1 | 0.6% | 13.2% | -3.2% | -1.3% | 45.8%[activator][38.3 µM] | 11.7%[10 µM] | -3.1%
Cc1cc(C)cc(-n2c(C)nc3cc(C(=O)O)ccc32)c1 | 5.6% | ? | -4.7% | 1.5% | 3.5% | -38.6%[inhibitor] | 4.9%
O=C(NCCC(=O)N1CCN(c2ncccn2)CC1)c1ccccc1 | 2.0% | ? | -12.1% | -6.8% | 4.6%[38.3 µM] | 21.5% | -3.7%
CC(C)Cc1cc(CN2CCCC(CO)(Cc3cccc(Cl)c3)C2)[nH]n1 (stereo not drawn) | 10.2% | 1.6%[9.22 µM] | ? | -7.9% | 10.6% | -10.5%[10 µM] | 6.0%
O=C(NCN1CCN(c2ccccn2)CC1)c1cnccn1 | 4.8% | -14.7% | -6.7% | 2.3% | 22.4%[38.3 µM] | 1.1% | 8.2%
Cc1onc(-c2cccc(Cl)c2Cl)c1C(=O)O/N=C(\N)c1ccc([N+](=O)[O-])o1 | -1.7% | 6.0%[9.22 µM] | -24.3% | -4.5% | . | 9.3%[10 µM] | -7.3%
Cc1ccc(NC(=O)c2ccc(OC(=S)N3CCOCC3)cc2)cc1 | -1.9% | 15.5% | 2.9% | 1.1% | 8.6%[38.3 µM] | -30.3% | 6.8%
Cc1cccc(C)c1Nc1nnc(SCC(=O)c2ccc(Br)s2)s1 | 19.9% | -11.4% | -3.7% | -0.6% | 21.0% | -8.0%[10 µM] | -8.4%
CC12c3ccccc3C(c3ccccc31)C1C(=O)N(c3ccncc3)C(=O)C12 (stereo not drawn) | -0.4% | 13.2%[9.22 µM] | -4.4% | -9.4% | 15.8% | -7.6%[10 µM] | -19.6%
CC(NC(=O)CCc1nnc(-c2ccc(-c3ccccc3)cc2)o1)c1nc2ccccc2[nH]1 (stereo not drawn) | -1.1% | -8.7%[9.22 µM] | -3.6% | -0.2% | 14.5% | -3.9%[10 µM] | 1.8%
C=CCOc1ccc(/C=C2\C(=N)N3N=C(S(=O)(=O)CC)SC3=NC2=O)cc1OC | 14.8% | -11.5% | 6.1% | 8.7% | -6.0% | -11.6% | -7.7%
CCOC(=S)SCC(=O)Nc1ncc(C)s1 | 7.3% | -13.2%[9.22 µM] | -7.9% | 4.7% | . | -11.3%[10 µM] | 2.2%
CC(=O)c1cc(F)c(N2CCN(C(=O)Cc3ccccc3)CC2)cc1C | 8.9% | 11.1% | 6.0% | 8.1% | 12.7% | -4.1%[0.074 µM] | 6.0%
Oc1ccccc1C1=Nc2ccccc2N=C(c2ccco2)C1 | 8.3% | -9.7% | -1.1% | -0.5% | 11.7%[38.3 µM] | -24.3% | 1.3%
Cc1ccc2c(C)c(C(=O)Nc3c(C)n(C)n(-c4ccccc4)c3=O)oc2c1 | 2.7% | 4.0% | -5.0% | -13.1% | -11.1%[38.3 µM] | -3.0% | 6.5%
CC1(C#CC[N+]2(C)CCCCC2)CCC2C(O1)c1ccccc1OC2(C)C (stereo not drawn) | -44.8% | -4.6% | 1.4% | -8.1% | -1.1% | -22.1% | 1.1%
N#Cc1cc(-c2ccccc2)oc1/N=C/c1ccccc1O | 21.0% | 29.5% | -6.3% | -6.5% | 28.9%[38.3 µM] | ? | ?
COc1ccc(-c2noc(-c3ccccc3Cl)n2)cc1OC | -12.4% | -8.4% | 5.3% | 6.0% | 8.91µM* | -9.7%[10 µM] | -6.0%
Cc1cc(=O)oc2cc(OC(C)C(=O)N3CCCc4ccccc43)ccc12 (stereo not drawn) | 6.0% | 26.7% | -0.8% | -0.1% | 20.3%[38.3 µM] | -12.3% | -3.6%
CC(C)(Sc1cc(C(C)(C)C)c(O)c(C(C)(C)C)c1)Sc1cc(C(C)(C)C)c(O)c(C(C)(C)C)c1 | -6.2% | -19.1% | -15.3%[15.4 µM] | 4.6% | 0.2%&0.4%&7.8% | ? | -18.9%
NS(=O)(=O)c1cccc(NC(=O)CCS(=O)(=O)c2ccc(Cl)cc2)c1 | 10.5% | -0.5% | 5.8% | -3.9% | -13.6% | -35.2% | 6.6%
O=C(/C=C/c1ccc(F)cc1)NC(Cc1c[nH]c2ccccc12)C(=O)O (stereo not drawn) | -1.2% | -6.5% | 0.8% | -5.2% | -2.6% | -33.2%[inhibitor] | -2.2%
COc1ccccc1-c1cn[nH]c1-c1ccc(OCc2ccc([N+](=O)[O-])cc2)cc1O | -1.8% | -11.2%[9.22 µM] | . | 1.7% | . | 7.1%[10 µM] | -1.3%
CCCc1nc2c([nH]1)c(=O)n(C)c(=O)n2C | 4.5% | -1.5%[9.22 µM] | 4.8% | 1.9% | . | 2.3%[10 µM] | 5.2%
Cn1c(CO)cnc1SCc1ccc(Cl)cc1 | 3.2% | -13.0% | 12.7% | 5.1% | 2.5%[38.3 µM] | -14.9% | 6.7%
O=C(Cn1nc(-c2ccccc2)ccc1=O)NCC1COCCO1 (stereo not drawn) | 4.5% | -0.6% | 1.8% | 5.9% | 0.0% | 0.4%[10 µM] | 2.6%
CCN1CCC(O)([C@H](C(=O)O)c2ccccc2)CC1 | 4.8%[14.2 µM] | . | . | . | -1.9% | -6.3%[10 µM] | .
CC(=O)NNc1nc(-c2ccccc2)cs1 | 20.0% | -19.0% | -0.9% | -5.3% | 2.7% | ? | ?

Five entries out of the list, ordered by formula weight, highest first:
SMILES | GoLoco inh red | HTT aggregate | GAA inhib | GAA spleen mod | IMPase Li inh | HTT ATP protect | GAA glycogen mod
NS(=O)(=O)c1cccc(NC(=O)CCS(=O)(=O)c2ccc(Cl)cc2)c1 | 10.5% | -0.5% | 5.8% | -3.9% | -13.6% | -35.2% | 6.6%
O=C(Cn1nc(-c2ccccc2)ccc1=O)NCC1COCCO1 (stereo not drawn) | 4.5% | -0.6% | 1.8% | 5.9% | 0.0% | 0.4%[10 µM] | 2.6%
CCN1CCC(O)([C@H](C(=O)O)c2ccccc2)CC1 | 4.8%[14.2 µM] | . | . | . | -1.9% | -6.3%[10 µM] | .
CC(=O)NNc1nc(-c2ccccc2)cs1 | 20.0% | -19.0% | -0.9% | -5.3% | 2.7% | ? | ?
CCCc1nc2c([nH]1)c(=O)n(C)c(=O)n2C | 4.5% | -1.5%[9.22 µM] | 4.8% | 1.9% | . | 2.3%[10 µM] | 5.2%
